Screens as filed in PubChem.
Growth percent in the NCI-60 one-dose screen (48 h, 10 µM unless noted): 100 = growth as untreated, 0 = no growth, -100 = all killed.
HL-60(TB): HL-60(TB) leukemia cells; 9% of 78,000 active; active = growth percent below 10
* marks the source's active call; other numbers are inactive results; & = joins results of further samples; ! = repeats disagree. A portion of the library. The share of hits here may be higher or lower than overall.

molecule	HL-60(TB)
COc1ccc(-c2cn(-c3ccccc3)c(-c3ccccc3)n2)cc1OC	8.4*
Nc1ccc(S(=O)(=O)c2ccc(NO)cc2)cc1	107
COc1ccc(OC)c(-c2nc3ccccc3s2)c1	106
c1nc2ccc(-c3cc4ccc5[nH]ncc5c4c4c3CCCC4)cc2[nH]1	31
Cc1ccc(NC(=O)Cn2c(-c3cncs3)nc3ccccc32)cc1	100
O=C(O)[C@@H]1c2ccccc2C(=O)N(c2ccccc2)[C@H]1c1ccc(I)cc1	88
CN(C)S(=O)(=O)c1ccc(-c2nc(C(Cl)Cl)nc3cc(-c4ccccc4)nn23)cc1	71
Cc1ccccc1N=NN(C)C	107
CC(=O)OCC(=O)[C@@]1(O)CC[C@H]2[C@@H]3CC[C@@H]4[C@@H](Br)C(=O)CC[C@]4(C)[C@H]3C(=O)C[C@@]21C	92
COc1cc(CNC(=O)/C=C/C=C/c2ccc3c(c2)OCO3)ccc1OCc1cn(-c2ccccc2F)nn1	94
N#Cc1ccc(-c2ccc(OCCCCN3CCCCCC3)cc2)cc1	104
CC[C@@H](C(=O)[C@H](C)[C@H](O)[C@@H](C)[C@H]1O[C@H]([C@@H](CC)C(=O)N(CC)CC)CC[C@H]1C)C1O[C@]2(C=C[C@@H](O)[C@]3(CC[C@@](C)([C@H]4CC[C@](O)(CC)[C@H](C)O4)O3)O2)[C@H](C)C[C@@H]1C (some centres not stated)	-29*
COC1C(C(=O)O)OC(n2c3c(Cl)cccc3c3c4c(c5c6cccc(Cl)c6[nH]c5c32)C(=O)NC4=O)C(O)C1O (configuration not stated)	100
Cc1c(-c2nnc(-c3ccccc3)o2)nnn1-c1ccc([N+](=O)[O-])cc1	92
N#Cc1ncoc1N1CCN(Cc2ccc3c(c2)OCO3)CC1	75
C/C(=N\O)c1ccc(N2C(=O)C3C(C2=O)C2(Cl)C(Cl)=C(Cl)C3(Cl)C2(Cl)Cl)cc1 (configuration not stated)	99
CN(Cc1ccccc1)c1nc(Cl)c(/C=C/C(=O)c2ccc(F)cc2)s1	72
N#CCc1nc(N)nc(Nc2ccc(S(N)(=O)=O)cc2)n1	93
CC(=O)c1c(C)c([N+](=O)[O-])c(C(C)(C)C)c([N+](=O)[O-])c1C	89
COc1cc(NC(=O)CSc2nnc(-c3ccc(-c4nc5ccc(Cl)cc5[nH]4)cc3)o2)cc(OC)c1OC	8.8*
CCCC(C)(C)COC(=O)c1cccc(N)c1	58
O=S(=O)(COCc1ccc(Cl)c(Cl)c1)c1ccccc1	74
COc1cc([N+](=O)[O-])ccc1S(=O)(=O)Cl	106
O=C(CCNC(=O)c1nc(-c2ccccc2)n(-c2ccc(Cl)cc2)n1)NO	97
Cc1ccc(-c2c(-[n+]3noc(=O)[nH]3)no[n+]2[O-])cc1	105
O=c1[nH]c2ccc(Cl)cc2cc1CSc1ccccc1Nc1nccc(-c2ccc3c(c2)OCO3)n1	65
CCOC(=O)N1CCN(CC(=O)Nc2nc(-c3cc4ccccc4oc3=O)cs2)CC1	95
CC(C)(C)c1cc(-n2nc3ccccc3[n+]2[O-])c(O)c(C(C)(C)C)c1	72
N#CCNc1ccc(N)cc1	40
COc1ccc(/C=C/C(=O)c2cccc(OCCCCOc3cccc(C(=O)/C=C/c4ccc(OC)c(OC)c4)c3)c2)cc1OC	69
Cc1cccc(NC2(C(=O)O)CCCC2)c1	149
O=C(CN1CCN(c2cc3c(cc2F)c(=O)c(C(=O)O)cn3C2CC2)CC1)N/N=C/c1cc2ccccc2[nH]1	93
CCCn1c(=C(C#N)C#N)s/c(=C(/N)O)c1=N	112
CCCCCCCCCCCCC(CN(C)C)C(=O)c1ccccc1 (configuration not stated)	52
NS(=O)(=O)c1ccc(N=Nc2ccc(-c3nn4cc(-c5ccccc5)nc4s3)cc2)cc1	91
OC(COc1ccccc1)CN1CCOCC1 (configuration not stated)	143
CCCCSc1nc(Nc2ccc(/C(C)=N/NC(N)=S)cc2)c(C#N)c(-c2ccc(F)cc2)n1	91
COc1cc2c(cc1OCCCN1CCN(CCCOc3cc4c(cc3OC)C(=O)N3CCC[C@H]3C=N4)CC1)C=CC(C)(C)O2	10
Cc1ccc2nc(-c3ccc(OCC(=O)NN4C(=O)c5ccccc5C4=O)cc3)[nH]c2c1	119
COc1ccc(/C(O)=C2\C(=O)C(=O)N(CCCn3ccnc3)C2c2cccc(Oc3ccccc3)c2)cc1 (configuration not stated)	90
Cc1ccc([N+](=O)[O-])cc1NC(=O)Nc1onc(C)c1C	96
CCOc1ccc2nc(N(Cc3ccc4c(c3)OCO4)C(C)=O)sc2c1	90
OC1CCN(CCCOc2c3ccccc3nc3c2oc2ccc(Cl)cc23)CC1	14
Cc1nn(-c2ccccc2)c(N)c1N=C1NC(=O)/C(=C/c2cn(-c3ccccc3)nc2-c2ccc(Cl)cc2)S1	109
CC[C@]12C=CCN3CC[C@@]4(c5ccc(OC)cc5N(C)[C@H]4[C@@](O)(C(=O)OC)[C@@H]1OC(=O)CCC[P+](c1ccc(F)cc1)(c1ccc(F)cc1)c1ccc(F)cc1)[C@@H]32	-23*

Structures from the list above that have an NH in an aromatic ring, in the order listed:
molecule	HL-60(TB)
c1nc2ccc(-c3cc4ccc5[nH]ncc5c4c4c3CCCC4)cc2[nH]1	31
COC1C(C(=O)O)OC(n2c3c(Cl)cccc3c3c4c(c5c6cccc(Cl)c6[nH]c5c32)C(=O)NC4=O)C(O)C1O (configuration not stated)	100
COc1cc(NC(=O)CSc2nnc(-c3ccc(-c4nc5ccc(Cl)cc5[nH]4)cc3)o2)cc(OC)c1OC	8.8*
Cc1ccc(-c2c(-[n+]3noc(=O)[nH]3)no[n+]2[O-])cc1	105
O=c1[nH]c2ccc(Cl)cc2cc1CSc1ccccc1Nc1nccc(-c2ccc3c(c2)OCO3)n1	65
O=C(CN1CCN(c2cc3c(cc2F)c(=O)c(C(=O)O)cn3C2CC2)CC1)N/N=C/c1cc2ccccc2[nH]1	93
Cc1ccc2nc(-c3ccc(OCC(=O)NN4C(=O)c5ccccc5C4=O)cc3)[nH]c2c1	119

Continued.
structure,HL-60(TB)
O=C1Nc2ccc(Br)cc2/C1=N\c1nnc(-c2ccccc2)o1,98
Cc1nc2ccccc2c2cc(-c3ccccc3)oc(=O)c12,103
COc1cc(OC)cc(-c2ccc(-c3ccc(C(=N)N)cc3)s2)c1,-58*
CCC(C)NC(=O)c1ccccc1 (configuration not stated),100
NC(=N\N=C/c1ccccc1[N+](=O)[O-])/C(N)=N\N=C/c1ccccc1[N+](=O)[O-],105
C#CCNC(=O)[C@@]1(C)CC[C@]2(C)CC[C@]3(C)C(=CC[C@@H]4[C@@]5(C)Cc6c([nH]c7ccccc67)C(C)(C)[C@@H]5CC[C@]43C)[C@H]2C1,80
COc1cc2oc(C(=O)N[C@@H](Cc3ccccc3)C(=O)C(=O)NCc3ccccc3)c(C)c(=O)c2cc1OC,118
Nc1cccc(-c2ccccc2Oc2ccc3nnc(Cl)n3n2)c1,98
OCc1cn(-c2ccc(Cl)cc2)nc1-c1ccc(O)cc1,52
O=c1c2sc3nc4c(cc3c2nnn1-c1ccccc1Cl)CCCC4,91
COc1nc(OC)nc(-c2cnc3cc(OC)c(OC)c(OC)c3c2)n1,106
CC(=O)NC(N)=O,113

3 compounds already listed, ordered by heavy-atom count, lowest first:
structure,HL-60(TB)
Cc1nc2ccccc2c2cc(-c3ccccc3)oc(=O)c12,103
Nc1cccc(-c2ccccc2Oc2ccc3nnc(Cl)n3n2)c1,98
NC(=N\N=C/c1ccccc1[N+](=O)[O-])/C(N)=N\N=C/c1ccccc1[N+](=O)[O-],105

Next part.
structure,HL-60(TB)
COc1ccc(-c2nc3sccn3c2-c2ccnc(NCCNS(=O)(=O)c3ccc(F)cc3)n2)cc1,123
COc1ccc(-c2cc(-c3cccnc3)nc(SCC#N)c2C#N)cc1OC,92
Nc1c2c(nc3ccc(Cl)cc13)CC(c1ccc(F)cc1)CC2=O (configuration not stated),101
Fc1ccc(-c2cnc3nonc3n2)cc1,29
CCN(CC)CCN1Cc2ccccc2C1,108
CN(N=O)c1ccc(CC2CCc3ccccc32)cc1 (configuration not stated),90&110
COC(=O)c1nnn(-c2ccccc2)c1CNC(=O)c1ccccc1C(=O)O,101
O=S(=O)(Oc1ccccc1)c1ccc(Cl)c(Cl)c1,91
CC(C)(C)OC(=O)N1CCN(c2nc3ccc(F)cc3c3c(=O)c4cc(F)ccc4sc23)CC1,103
C=C(C)[C@@H]1CC=C2c3sc(-c4ccc(C)cc4)nc3C[C@@H](C)[C@]2(C)C1,102
CC(C)(C)CCC(Br)CBr (configuration not stated),98
CSCCC(C(=O)O)N1C(=O)/C(=C/c2ccc(O)c(O)c2)SC1=S (configuration not stated),103
CC(C)COC(C[N+](=O)[O-])C(Cl)(Cl)Cl (configuration not stated),93
Cc1cccc(OCC2CO2)c1 (configuration not stated),77
CCCCCC1(C(C)C)C(=O)NC(=S)NC1=O,90
O=C1c2ccccc2-c2c1c1c3ccccc3[nH]c1c1c2[nH]c2ccccc21,84
O=c1c2sc3ncc(Br)cc3c2nnn1-c1ccccc1,97
COc1cc(OC)c2c(=O)cc(-c3ccccc3)oc2c1,72
CCCC(OC(C)=O)c1ccc2c(c1)OCO2 (configuration not stated),99
c1ccc(-c2ccc(-c3ncc(-c4ccccc4)o3)cc2)cc1,110
Cn1cccc1C(=O)C1C(c2cccc(F)c2)C2CSCN2C12C(=O)Nc1ccc(Cl)cc12 (configuration not stated),103
Cc1cc(F)cc(NS(=O)(=O)c2ccc(-c3cnc(C4CC4)o3)cc2)c1,1.7*
O=C1NC(=O)C(=Cc2cn(Cc3ccccc3)c3ccccc23)C(=O)N1,96
CCS/C(Nc1ccccc1)=C(\C#N)c1nc2ccccc2s1,89
N#Cc1c(Nc2ccc(Cl)cc2)[nH]n(C2=Nc3ccccc3Sc3ccccc32)c1=O,41
CC[C@]12C=CCN3CC[C@@]4(c5ccc(OC)cc5N(C)[C@H]4[C@@](O)(C(=O)OC)[C@@H]1OC(=O)CCCN1CCOCC1)[C@@H]32,98
O=S(=O)(NC1c2ccccc2CC1O)c1ccc(Cl)c(Cl)c1 (configuration not stated),108
C/C(=N\Nc1nc(-c2ccc(Cl)cc2)cs1)c1nnn(-c2ccc(S(N)(=O)=O)cc2)c1C,105
CN(C)c1ccc(/C=C/C(=O)O)cc1,93&108
COc1cc(-c2nn(-c3cccc(NC(=O)CN(C(C)C)C(C)C)c3)cc2-c2ccncc2)ccc1Cl,107
CCOC(=O)C(C(=O)OCC)C(=O)c1cc(OC)c(OC)c(OC)c1,104
C[n+]1cccc(O)c1,98
CCC(=O)c1ccco1,104
O=c1[nH]n(C(=S)N/N=C/c2cccc([N+](=O)[O-])c2)c(=O)c2ccccc12,94
COc1cc(C2C3=C(COC3=O)Nc3c2ccc2c3CCCC2)cc2c1OCO2 (configuration not stated),-6.8*
CCCCCCC(=O)NC1=C(N2CC2)C(=O)C(NC(=O)CCCCCC)=C(N2CC2)C1=O,17
NC(=NCCCOc1ccc(F)cc1)Nc1ccc(I)cc1,73
CSc1nc(NN)c(C#N)c(-c2ccco2)n1,99
Cc1ccc2nc(NC(=O)CSc3nc(-c4ccccc4)c(C#N)c(=O)n3Cc3ccccc3)sc2c1,100
Cc1ccc(-c2n[nH]c(=O)c3c2sc2ncc(-c4ccc(Br)cc4)n23)cc1,98
Cc1ccc(C2=NN3C(C2)c2ccccc2OC32C(=O)Nc3ccc(Br)cc32)o1 (configuration not stated),102
CCCCCC1CC1/C=C(\F)C(=O)OCC (configuration not stated),112
Cn1cc(NC(=O)c2cc(NC(=O)c3cc(NC=O)cn3C)cn2C)cc1C(=O)NCCC(=N)N,92
O=C1NCCCCC1(Br)Br,101
COc1ccc(C2=Nc3c(N)ncnc3NC(c3ccc4c(c3)OCO4)C2)cc1 (configuration not stated),124
O=C(NCCCO)NCN1C(=O)c2cccc3cccc(c23)C1=O,105
COc1ccc(-c2nc3sc(C)nn3c2C(=O)/C=C/c2cc(OC)c(OC)c(OC)c2)cc1,88
CC(=O)OCC(OC(C)=O)C(OS(C)(=O)=O)C(OS(C)(=O)=O)C(COC(C)=O)OC(C)=O (configuration not stated),105
O=C(c1ccc(O)cc1)C1[C@H](c2ccc(Cl)cc2)[C@@H](c2ccccc2)NC12C(=O)Nc1ccc(Br)cc12 (some centres not stated),-34*
COc1cc(C)c(OC)c2c1OCO2,98
COc1ccc(NC(=O)C2=C(C)NC(=S)NC2c2cc(OC)c(OC)c(OC)c2)cc1 (configuration not stated),102
CCC1=C[C@@](C)(C2CC(=O)N(c3ccccc3)C2=O)[C@H](CC)[C@@H]2C(=O)N(c3ccccc3)C(=O)[C@H]12 (some centres not stated),99
O=C1Nc2ccc(Br)cc2/C1=N/c1nc(-c2ccccc2)cs1,73
CCNC(=O)c1[nH]cc(-c2ccccc2)c1-c1cc(OC)c2c(c1OC)OCO2,95
CC(C)(C#N)c1cc(C(=O)Nc2cc(Nc3ncccc3-c3ncnc4nc[nH]c34)ccc2F)cc(C(F)(F)F)c1,35
CC(=O)c1c[nH]c2ccc(-c3ccnc(Nc4ccc(NC(=O)c5cccc(F)c5)c(CN5CCOCC5)c4)n3)cc12,-25*
CN(C)CCS(=O)(=O)O,108
O=S(=O)(c1ccccc1)N1C=C/C(=C\Cn2cc(-c3ccc(F)cc3)nn2)CC1,98
Nc1nc(-c2ccccc2)nc(N)c1N=O,19
CCN(CC)CCCC(C)NCc1ccccc1 (configuration not stated),105
C=C(C)[C@@H]1CC=C2c3sc(Cc4ccccc4)nc3C[C@@H](C)[C@]2(C)C1,94
CN(C)c1ccc(/C=C(\C#N)c2ccccc2)cc1,9.8*!

Pulled by structure from the list above (four):
structure,HL-60(TB)
COc1cc(C)c(OC)c2c1OCO2,98
CC(=O)c1c[nH]c2ccc(-c3ccnc(Nc4ccc(NC(=O)c5cccc(F)c5)c(CN5CCOCC5)c4)n3)cc12,-25*
O=C(c1ccc(O)cc1)C1[C@H](c2ccc(Cl)cc2)[C@@H](c2ccccc2)NC12C(=O)Nc1ccc(Br)cc12 (some centres not stated),-34*
CN(C)c1ccc(/C=C(\C#N)c2ccccc2)cc1,9.8*!
